Nrf2 inh = blocks Nrf2 signaling; 360,000 compounds, 2.1% hits; A549 ARE-Fluc reporter, luciferase luminescence, 18-24 h; Potency, µM (top dose mostly 46 µM), inactives show at the highest dose activity change, negative = inhibition, most hits filed as inhibitors; also: % is scaled to controls: 0 for no effect and ±100 for the full control effect; nearly all actives have a fitted effect of over 60% in size
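Concentration-response testing used A549 ARE_Fluc cells at 5000 cells/well. Following an 18-24 h compound incubation, viability was read by fluorescence (Ex 405/Em 525) and luciferase output by luminescence.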
MCF10A rerep = induces DNA re-replication in MCF 10a normal breast cells; MCF 10A DNA re-replication, Hoechst nuclear intensity, 48 h; Potency, µM (top dose mostly 46.1 µM), for the others: top-dose activity, positive = re-replication, hits mostly activators; 350,000 compounds, 2.9% hits; AID 624296; also: % of control where 0% means no effect; nearly all actives have a fitted effect of over 50% in size
TGFb SMAD3 inh = TGF-b pathway inhibition; Potency, µM (doses to about 46.1 µM), without a hit: at the top dose activity, negative = inhibition, hits mostly inhibitors; HepG2 CAGA-GFP TGF-b/SMAD3 reporter, GFP fluorescence, 18 h; TGF-beta stimulated, 500 pg/mL final; 410,000 compounds, 1.2% hits; also: % is scaled to controls: 0 for no effect and ±100 for the full control effect; nearly all actives have a fitted effect of over 65% in size
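GFP signal (ex488/em500-530) from TGF-beta-stimulated HEPG2 CAGA-GFP cells, 500 pg/mL final, 18 h at 37 degrees C in DMEM plus 1% FBS, normalized to unstimulated and DMSO-stimulated controls.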
Nrf2 activator = activates Nrf2 signaling; 410,000 compounds, 0.31% hits; Potency, µM (titrated, usually from 46.1 µM), inactives show at the highest dose activation, hits mostly activators; AREc32 ARE-luciferase reporter (MCF7-derived line), luminescence, 24 h; also: % of control where 0% means no effect; nearly all actives have a fitted effect of over 65% in size
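ARE activation measured as luciferase luminescence (Steady-Glo, 30 min RT) in AREc32_Fluc cells after 24 hr compound exposure at 37 deg C, 5% CO2; cells seeded overnight at 1000/well in OPTI-MEM, 5% FBS.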
ATXN2 expr inh = inhibitors of ATXN2 expression; HEK-293 ATXN2-luciferase reporter, luminescence, 24 h; Potency, µM (top dose mostly 57 µM), for the others: top-dose activity change, negative = inhibition, most hits filed as inhibitors; 360,000 compounds, 0.72% hits; also: % is scaled to controls: 0 for no effect and ±100 for the full control effect; nearly all actives have a fitted effect of over 55% in size
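qHTS (up to 57 uM final) was run with 24 h compound exposure of reporter cells at 37 °C. Each well was multiplexed: SteadyGlo luminescence measured ATXN2-luciferase expression after a fluorogenic Gly-Phe-AFC viability readout (25 uM final).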
HepG2 viability = counter-screen for TGF-b inhibitors: cytotoxicity in HepG2 cells. HepG2 CAGA-GFP viability, ATP luminescence, 18 h. Potency, µM (series often up to 46.1 µM), without a hit: top-dose activity change, negative = cytotoxicity, most hits filed as cytotoxic. 410,000 compounds, 0.76% hits; also: some results filed as inactive show a strong effect at the top dose
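CellTiter-Glo luminescence gave cytotoxicity after 18 hours at 37 degrees C. The cells were HepG2 CAGA-GFP in 1% FBS DMEM, stimulated with 500 pg/mL TGF-beta after compound addition. %Activity was normalised to no-cell wells (complete cell-killing) and DMSO (no toxicity), and curves were fitted and classified.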
EPAC2 antag = antagonists of human EPAC2 | 360,000 compounds, 0.18% hits | Q8WZA2 | Potency, µM (doses to about 114 µM), for inactives: at the top dose activity, negative = inhibition, usual class: inhibitors | AID 720708 | EPAC2 GEF exchange of Rap1B-BODIPY-GDP, fluorescence; also: % is scaled to controls: 0 for no effect and ±100 for the full control effect; nearly all actives have a fitted effect of over 45% in size; many of its hits are not listed in these tables
Target sequence (Q8WZA2 whole entry, looked up): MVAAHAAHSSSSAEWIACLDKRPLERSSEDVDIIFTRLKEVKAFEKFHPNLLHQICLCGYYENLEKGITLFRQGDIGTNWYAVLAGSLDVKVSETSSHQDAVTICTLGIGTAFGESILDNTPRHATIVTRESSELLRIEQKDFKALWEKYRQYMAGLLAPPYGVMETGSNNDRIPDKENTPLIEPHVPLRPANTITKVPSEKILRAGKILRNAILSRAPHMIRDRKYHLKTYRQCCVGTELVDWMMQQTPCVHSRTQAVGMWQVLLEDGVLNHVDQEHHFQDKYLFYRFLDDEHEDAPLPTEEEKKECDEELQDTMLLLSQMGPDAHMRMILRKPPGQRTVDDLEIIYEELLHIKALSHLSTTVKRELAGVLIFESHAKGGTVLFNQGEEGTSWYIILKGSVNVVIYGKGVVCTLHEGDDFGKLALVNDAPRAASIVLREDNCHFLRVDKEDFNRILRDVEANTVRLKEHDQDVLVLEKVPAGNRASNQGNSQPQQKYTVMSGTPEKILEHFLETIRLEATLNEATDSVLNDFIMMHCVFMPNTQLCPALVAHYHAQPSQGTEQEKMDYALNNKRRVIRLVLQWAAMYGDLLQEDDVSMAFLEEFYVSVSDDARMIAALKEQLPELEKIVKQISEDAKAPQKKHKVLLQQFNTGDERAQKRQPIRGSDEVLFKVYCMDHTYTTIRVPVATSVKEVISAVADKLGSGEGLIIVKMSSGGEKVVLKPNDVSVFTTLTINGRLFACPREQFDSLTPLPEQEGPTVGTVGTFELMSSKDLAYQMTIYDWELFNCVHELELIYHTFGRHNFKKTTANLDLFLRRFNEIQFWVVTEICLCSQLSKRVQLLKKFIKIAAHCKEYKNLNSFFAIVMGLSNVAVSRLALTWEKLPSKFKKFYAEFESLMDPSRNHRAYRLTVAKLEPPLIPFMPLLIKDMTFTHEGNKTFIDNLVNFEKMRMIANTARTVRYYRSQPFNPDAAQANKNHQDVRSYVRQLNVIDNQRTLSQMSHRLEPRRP
A549 viability = counter-screen for Nrf2 inhibitors: cytotoxicity in A549 cells; A549 ARE-Fluc cells, CellTiter-Fluor viability, 18-24 h; Potency, µM (titrated, usually from 46 µM), for the others: at the top dose activity change, negative = cytotoxicity, usual class: inhibitors; 390,000 compounds, 0.16% hits; AID 504648; also: % is scaled to controls: 0 for no effect and ±100 for the full control effect
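Cytotoxicity counterscreen: CellTiter-Fluor fluorescence was measured in A549 ARE_Fluc cells after 18-24 h of compound exposure in a concentration series. The subsequent BugLite luminescent read reports ARE-luciferase activity.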
ATXN viability = reduces viability in counter-screen for ATXN expression inhibitors. S2 cells (HEK-293 line with an ATXN2-luciferase reporter) viability, CellTiter-Fluor protease fluorescence, 24 h. Potency, µM (highest dose often 56.7 µM), most hits filed as cytotoxic. 400,000 compounds, 0.49% hits; also: nearly all actives have a fitted effect of over 40% in size
Starred values were filed as active, the others as inactive; i = inactive; ? = inconclusive; · = no result given; [ ] = another dose, or the depositor's remark. Calls follow the shape of the dose curve; as a rule, active = well fitted curve in the direction sought with a large enough effect; inconclusive = small, poorly fitted or top-dose-only effect, or another doubt; inactive = no such curve, though single readings can be large; an effect the other way counts as inactive or inconclusive. Potency is read from the fitted curve at half-maximal effect. These rows are one share of the data; rates above refer to the full screens.

SMILES | Nrf2 inh | MCF10A rerep | TGFb SMAD3 inh | Nrf2 activator | ATXN2 expr inh | HepG2 viability | EPAC2 antag | A549 viability | ATXN viability
C=CCn1c(C)cc(C(=O)CSc2nc3ccccc3c(=O)[nH]2)c1C | ? | ? | -24% | 3.6% | 15% | 6% | -10% | -19% | i
CCCCN(C(C)=O)c1c(CC)nc2ccc(C(=O)Nc3cccc(OCC(=O)N(C)C)c3)cn12 | · | · | -2% | -0.2% | 2% | 0% | -7% | · | i
OCCN(CCO)c1ncnc2c1oc1ccc(Br)cc12 | 3% | 4% | 11% | 3.8% | -16% | -9% | -9% | 3% | i
CCC(C)C(=O)Nc1nnc(SCC(=O)N2C(C)CCCC2C)s1 (configuration not stated) | -6% | -2% | 4% | 0.5% | 5% | -25% | 3% | -13% | i
CC/C=C(/NC(C)=O)c1ccccc1 | 10% | 0% | 1% | 0.4% | 10% | 5% | -14% | 0% | i
Cc1cccc(C(=O)Nc2ccc(C(=O)OCc3cc(=O)n4c5c(sc4n3)CCCC5)cc2)c1 | · | · | ? | 4.6% | · | -56% | · | 0% | ·
CC(=O)c1ccc(Oc2cc(-c3ccccc3)nc(-c3ccccc3)n2)cc1 | ? | 1% | 18% | 2.4% | -10% | 4% | -2% | -9% | i
Cc1ccc(C(=O)OCc2cc(=O)n3ccsc3n2)s1 | 18% | 3% | 4% | 3.3% | 6% | -34% | 39%[activator] | 9% | i
Cc1[nH]cnc1CSCc1ccc(Cl)cc1 | 8% | 4% | 1% | 0.4% | 0% | -1% | 4% | -14% | i
CC1Cc2ccccc2N1CC(=O)NC(=O)NCc1ccco1 (configuration not stated) | 8% | ? | -22% | 0.7% | 0% | -5% | -1% | 0% | i
CC(NC(=O)C(C)N1CCN(S(=O)(=O)c2ccccc2)CC1)c1ccccc1 (configuration not stated) | -1% | 0% | 7% | 0.2% | 4% | 2% | 11% | 4% | i
COc1ccc(CNC(=O)c2n[nH]c3ccccc23)cc1OC | 21% | -3% | 8% | 1.7% | 8% | -4% | 13% | 6% | i
O=C(NCC(=O)N1CCCCCCC1)c1ccco1 | 26% | -4% | 7% | 0.1% | 9% | 11% | -5% | -3% | i
O=C(CN(Cc1ccco1)C(=O)c1cc(=O)[nH]c2ccccc12)Nc1ccccc1C(F)(F)F | ? | 1% | 1% | 0.1% | -4% | -19% | -6%[57.1 µM] | 14% | i
CCC(C)(C)NC(=O)CN(C(=O)C(=O)Nc1ccc2c(c1)OCCO2)N1CCOCC1 | 1% | 0% | -1% | -0.3% | 3% | 7% | 19% | -10% | i
Cc1ccc2c(c1)C(c1ccncc1)=NNC(c1cccnc1)=N2 | 17% | 1% | 1% | 2.9% | -10% | 0% | 1% | 4% | i
N#C/C(=C\C=C\c1ccccc1)C(=O)NCc1ccco1 | 6% | ? | ? | ? | 9% | -28% | 0% | 7% | ?
O=C(NCCc1ccccc1)C1CCCN1C(=O)Nc1cccc(Cl)c1 (configuration not stated) | -17% | -5% | 6% | 0.2% | · | 4% | 3% | -10% | ?
Cc1ccc(C(=O)c2cc([N+](=O)[O-])ccc2N2CCN(C)CC2)cc1 | -7% | 16µM* | 11% | 0.3% | ? | -20% | 3% | ? | i
CCc1cccc(NC(=O)c2c(N3CCCC3=O)c3cc(C)ccc3n2C)c1 | ? | · | ? | 2.6% | -35% | -37% | · | -17% | i
CC(C)CC1NC(=O)N(CC(=O)N(C)C2CCCCC2)C1=O (configuration not stated) | -23% | -1% | -1% | -0.7% | 10% | 12% | -2% | -4% | i
CS(=O)(=O)N(CC(=O)NCCSCc1c(F)cccc1Cl)c1cccc([N+](=O)[O-])c1 | -9% | 1% | 11% | 0.2% | -21% | 26% | -17% | 2% | i
CN(Cc1cn(C)nc1-c1ccc(Oc2ccccc2)cc1)CC1COCCO1 (configuration not stated) | 2% | 10% | -4% | 0.3% | · | 6% | 1% | 10% | i
CCC1=Nc2cc(C(=O)NCCCN3CCOCC3)ccc2Sc2ccccc21 | -6% | ? | -12% | 0.1% | 2% | -12% | 1% | 1% | i
O=C(c1ccc(F)cc1)C1CCN(C(=S)Nc2ccccc2Cl)CC1 | ? | 5% | ? | 0.4% | -16% | -40% | -6% | 6% | i
Cc1ccc(C(C)C)c(OCc2nn(CC(=O)c3ccc(OC(F)F)cc3)c3[n+]2CCCCC3)c1 | -64% | 47% | ? | -2.5% | ? | -97% | 3% | -14% | ?
CON(c1nc(N(C)C)nc(N(C)C)n1)S(=O)(=O)c1ccccc1Cl | 6% | 11% | 9% | -0.4% | -3% | -11% | -9% | 1% | i
CCOC(=O)C(=O)Nc1nnc(SCc2ccc(F)cc2)s1 | 9% | ? | 4% | -0.1% | 9% | 3% | -1% | 1% | i
Cc1cc(C)cc(OCC(=O)Nc2ccc(N3CCCC3)cc2)c1 | ? | 5% | 8% | -0.5% | -17% | 1% | 6% | 8% | i
O=C(NCC1OCCc2ccccc21)C1COc2ccccc2O1 (configuration not stated) | -32% | -9% | 25% | 0.1% | -11%[11.3 µM] | 5% | -4% | -7% | i
CSc1ncccc1C(=O)Nc1cccc(C)n1 | 5% | 1% | 0% | 5.7% | 4% | 3% | -5% | -4% | i
CCc1ccc(NC(=O)c2ccc3c(=O)n4nc(Nc5ccccc5C)sc4nc3c2)cc1 | ? | · | ? | 0.4% | -3% | 7% | · | ? | i
COCC(=O)N1CCC(Oc2ccc(C(=O)N(C)Cc3nccs3)cc2)CC1 | 6% | 4% | ? | -0.1% | 8% | 13% | -1% | -9% | i
COCCN1C(=O)C(O)=C(C(C)=O)C1c1ccc(OC)c(OC)c1 (configuration not stated) | ? | 24% | 10% | 2.5% | -1% | 6% | -10% | 14% | i
O=C(CCC(=O)NC1CCCCC1)NCc1ccc(F)cc1 | 3% | 9% | -29% | 0.5% | -8% | -20% | 1% | -1% | i
CCCc1cc(C(=O)NC(C)C2CCCO2)cs1 (configuration not stated) | 9% | -2% | 0% | 3.6% | 31% | 2% | 1% | -3% | i
CCc1nc2c(OCC3CCCCC3)cccn2c1N(C)C(=O)c1ccc(C)cc1 | · | · | ? | -0.7%[9.22 µM] | -6% | -41% | ? | · | 28µM*
COC(=O)c1cc(C(=O)OC)cc(N2C(=O)CC(N3CCN(c4ccccc4)CC3)C2=O)c1 (configuration not stated) | 0% | -5% | 3% | 0.5% | 6% | 11% | -2% | -4% | i
COc1ccc(/C=C2\C(=O)NCC(=O)N2C)cc1 | -10% | -5% | -8% | -0.5% | · | 7% | -4% | 14% | i
O=C(O)c1ccccc1C(=O)NCCc1c(C(=O)O)[nH]c2ccc(F)cc12 | -1% | 0% | -2% | 0.0% | 4% | 20% | 17% | 4% | i

In a second layout: 3 of the compounds above.
mol	Nrf2 inh	MCF10A rerep	TGFb SMAD3 inh	Nrf2 activator	ATXN2 expr inh	HepG2 viability	EPAC2 antag	A549 viability	ATXN viability
CC(C)CC1NC(=O)N(CC(=O)N(C)C2CCCCC2)C1=O (configuration not stated)	-23%	-1%	-1%	-0.7%	10%	12%	-2%	-4%	i
CCc1ccc(NC(=O)c2ccc3c(=O)n4nc(Nc5ccccc5C)sc4nc3c2)cc1	?	·	?	0.4%	-3%	7%	·	?	i
Cc1cc(C)cc(OCC(=O)Nc2ccc(N3CCCC3)cc2)c1	?	5%	8%	-0.5%	-17%	1%	6%	8%	i

(further entries)
SMILES | Nrf2 inh | MCF10A rerep | TGFb SMAD3 inh | Nrf2 activator | ATXN2 expr inh | HepG2 viability | EPAC2 antag | A549 viability | ATXN viability
C/C(=N/NC(=O)c1ccc(Br)o1)C(C)C | ? | 1% | -27% | 6.0% | 9% | -1% | -4% | 3% | i
O=C(N/N=C/c1ccc(OC(=O)c2ccc3c(c2)OCO3)cc1)c1cncc(Br)c1 | 23% | 2% | 11% | 0.9% | 10% | -6% | -11% | -1% | i
CSc1ncc(Cl)c(C(=O)Nc2ccccc2C)n1 | 17% | -1% | -1% | 23% | 13% | 7% | 6% | 1% | i
Cc1cc(C(=O)NNC(C)Cc2ccccc2)no1 (configuration not stated) | · | · | 3% | 0.0% | · | -14% | 9% | · | i
CC(=O)c1ccc(-c2cnc3c(NC=O)cc(-c4ccc(N5CCN(C)CC5)cc4)cn23)cc1 | · | · | ? | 0.4%[9.22 µM] | -12% | -32% | 8% | · | ?
CCc1ccc(C(O)c2ncc(-c3cccc(OC)c3)[nH]2)cc1 (configuration not stated) | · | · | -8% | 2.4% | 10% | -26% | 3% | · | i
O=C(CN1C(=O)COc2ccc(S(=O)(=O)N3CCCCCC3)cc21)N1CCN(c2ccccc2)CC1 | -20% | · | -2% | -2.3% | -3% | -9% | · | -14% | i
CCn1c(SCC(=O)Nc2nc3ccccc3s2)nc2c(c1=O)SC(C)C2 (configuration not stated) | · | 24% | ? | 5.6% | -7% | 20% | -3% | ? | i
COCCN(C)Cc1cn(-c2ccc(F)cc2F)nc1-c1ccccc1C | 3% | 1% | -4% | -0.1% | -21% | -35% | 1% | 0% | i
COc1ccccc1CNc1cncnc1 | -3% | 0% | -17% | -0.5% | -20% | 17% | -1% | -2% | i
COc1ccc(C#Cc2cccc(-c3nc(C(=O)NCc4ccc(Oc5ccccc5)cc4)cc4c3[C@@H](CCO)N(S(=O)C(C)(C)C)C4)c2)cc1OC (some centres not stated) | · | · | ? | 9.9% | ? | 16µM* | 28% | · | 32µM*
CNC[C@@H]1Oc2ccc(NC(=O)Nc3ccccc3)cc2C(=O)N([C@@H](C)CO)C[C@H]1C | 3% | 0% | -16% | 0.3% | -3% | -3% | 3% | 3% | i
Cc1nn(-c2ccc(F)cc2)c2sc(C(=O)OC3CCOC3=O)cc12 (configuration not stated) | -3% | -10% | -6% | -0.5% | -25% | -6% | -5% | -5% | i
CC[C@H](NC(=O)CC[C@H]1O[C@@H](n2cnc3c(NC(=O)c4ccccc4)ncnc32)[C@H](O)[C@@H]1O)c1ccccc1 | · | · | 0% | 0.0% | -4% | 6% | 9% | · | i
CCOc1ccc(OCCCCN(C)C)cc1 | -15% | -3% | -27% | 0.3% | -2% | -1% | 2% | -16% | i
CC1(C)CNC(=O)c2sc(NC(=O)c3ccccc3Cl)nc2C1 | 7% | 0% | -8% | 23% | 9% | -2% | -10% | 0% | i
